# Compound activity as filed in PubChem.
# GRIN3A LBD mod: NR3A (human) ligand-binding domain modulation | NR3A LBD differential scanning fluorimetry, Tm shift; 0% = protein alone, 100% = glycine-bound protein | Tm shift relative to glycine control, % at 25 µM | actives 2.5% (n = 340,000) | AID 1259313;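 active means melting temperature shift of at least 10% of the positive control shift, at one fixed dose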
# APOBEC3A inh: human APOBEC3A DNA deaminase inhibition. P31941. recombinant A3A, FAM/TAMRA ssDNA deamination fluorescence. inhibition, % at 20 µM. actives 0.41% (n = 330,000);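 active means at least 40% inhibition at 20 µM here, with at most 30% in a related deaminase screen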;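 further: plate controls were A3A with DMSO for no effect and wells lacking A3A enzyme for full effect; some results filed as inactive read as strong as hits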
# Target sequence (P31941 whole entry, looked up): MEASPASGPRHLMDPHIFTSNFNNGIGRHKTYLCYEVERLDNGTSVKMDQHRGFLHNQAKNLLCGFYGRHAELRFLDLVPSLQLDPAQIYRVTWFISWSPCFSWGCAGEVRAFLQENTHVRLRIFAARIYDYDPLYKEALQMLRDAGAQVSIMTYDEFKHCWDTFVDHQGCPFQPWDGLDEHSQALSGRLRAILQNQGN
# CXCR6 block: inhibitors of human CXCR6 receptor. inhibition, % at 20 µM. O00574. actives 0.36% (n = 360,000). CHO-K1 PathHunter CXCR6 beta-arrestin, luminescence. AID 602244; in the data active means inhibition above about 34%, passing the limit was not always enough;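 further: antagonist mode with CXCL16 agonist at 10 nM final; 0% = 10 nM CXCL16 with DMSO and 100% = unstimulated wells without agonist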
# CCR6 antagonist: antagonists of human CCR6 receptor; inhibition, % at 20 µM; CHO-K1 CCR6 PathHunter beta-arrestin, luminescence, CCL20-stimulated; P51684; actives 0.49% (n = 340,000); AID 493098;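 active means compounds whose inhibition of the agonist-driven luminescence signal at 20 µM reaches about 50%, limit read from the data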;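 further: cells stimulated with CCL20 at 14 nM final; plate controls were DMSO with CCL20 for no effect and DMSO without agonist for full effect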
# MPTP inh: inhibitors of mitochondrial permeability transition pore | isolated mouse mitochondria, Ca2+ swelling absorbance, 30 min | inhibition, % at 10 µM | actives 1.4% (n = 360,000);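 active means inhibition of 50% or more, scaled per plate between neutral and stimulator controls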;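 further: 0% = DMSO wells given calcium and 100% = 1 mM EGTA wells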
# Gli-Sufu block: blocks Gli-Sufu signaling in a luciferase reporter. actives 0.74% (n = 340,000). inhibition, % at 5 µM. Sufu-KO-LIGHT fibroblasts, Gli luciferase reporter luminescence;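 active means inhibition above about 55%, limit read from the data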;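 further: 0% = DMSO-treated cells and 100% = wells with medium but no cells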
# APOBEC3G inh: inhibitors of human APOBEC3G DNA deaminase; Q9HC16; recombinant A3G, ssDNA deamination FAM/TAMRA fluorescence; inhibition, % at 20 µM; actives 0.28% (n = 330,000); AID 493012;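 active means inhibition of at least 40% at 20 µM, with no more than 30% in the related APOBEC3A deaminase screen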;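 further: plate controls were DMSO wells with A3G for no effect and wells lacking A3G enzyme for full effect; some compounds called inactive have numbers as strong as hits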
# Target sequence (Q9HC16 whole entry, looked up): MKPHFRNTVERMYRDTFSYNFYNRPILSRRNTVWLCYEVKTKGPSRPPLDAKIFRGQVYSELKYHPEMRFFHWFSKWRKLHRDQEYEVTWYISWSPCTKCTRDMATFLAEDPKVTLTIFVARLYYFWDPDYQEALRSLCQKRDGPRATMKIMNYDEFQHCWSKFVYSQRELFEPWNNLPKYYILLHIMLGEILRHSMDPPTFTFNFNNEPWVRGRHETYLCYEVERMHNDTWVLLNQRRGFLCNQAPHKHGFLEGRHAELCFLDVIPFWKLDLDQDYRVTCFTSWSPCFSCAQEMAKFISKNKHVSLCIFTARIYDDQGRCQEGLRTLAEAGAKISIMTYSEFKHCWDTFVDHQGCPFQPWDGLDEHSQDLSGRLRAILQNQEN
# EBI2 antag: blocks human EBI2 receptor beta-arrestin signaling. P32249. EBI2 beta-arrestin recruitment, luminescence, 7a,25-OHC stimulated. inhibition, % at 5 µM. actives 0.81% (n = 360,000); in the data active means inhibition above about 38%;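 further: enzyme fragment complementation signal reports receptor beta-arrestin coupling in cells; 0% = agonist plus DMSO wells and 100% = wells without agonist; some results beyond the cut were filed as inactive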
# Target sequence (P32249 whole entry, looked up, the tested form may be a part): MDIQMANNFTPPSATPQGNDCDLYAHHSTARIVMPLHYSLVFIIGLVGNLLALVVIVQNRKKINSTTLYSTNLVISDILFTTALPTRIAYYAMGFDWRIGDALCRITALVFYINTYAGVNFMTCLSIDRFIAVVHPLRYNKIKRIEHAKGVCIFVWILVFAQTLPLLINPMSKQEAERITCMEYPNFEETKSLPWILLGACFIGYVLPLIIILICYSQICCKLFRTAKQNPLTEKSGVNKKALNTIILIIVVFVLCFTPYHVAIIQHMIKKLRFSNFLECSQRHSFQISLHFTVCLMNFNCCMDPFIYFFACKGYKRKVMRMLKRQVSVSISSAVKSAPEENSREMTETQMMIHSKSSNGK
# * marks the source's active call; other numbers are inactive results; x = no result given.
compound,GRIN3A LBD mod,APOBEC3A inh,CXCR6 block,CCR6 antagonist,MPTP inh,Gli-Sufu block,APOBEC3G inh,EBI2 antag
CCc1ccc(OCC(=O)NNC(=O)c2cc(S(=O)(=O)N(C)C)ccc2N2CCCC2)cc1,1,3,2,7,0.9,-1,-3,6
CC(C)[C@H](NC(=O)c1ccc(F)cc1)C(=O)N(C)Cc1cccs1,2,-4,7,12,0.7,2,-8,-6
COc1cc2c(cc1OC)CN(C(=O)c1ccc(S(=O)(=O)N3CCCC3)cc1)CC2,-2,6,-4,-12,2.2,-8,8,7
CC(OC(=O)CCN=C1NS(=O)(=O)c2ccccc21)C(=O)NCc1ccccc1 (centres undefined),-2,1,-7,-1,-2.9,-4,-1,4
CCOc1ccc(OCCOc2cccc(C(F)(F)F)c2)cc1,-8,-4,-4,-4,-0.2,0,-7,11
COc1cccc2c3cccc(OC)c3c3[nH]cnc3c12,-4,x,-20,-32,-1.0,-2,x,-13
COc1ccc(OC)c(NC(=O)CSc2nnc(C)n2Cc2ccccc2)c1,1,-2,4,4,0.0,-4,-4,-1
COc1ccc(CN2CCCCCC2)c(C)c1C,1,0,-3,-9,-0.8,9,-2,-29
CC(C)NC(=O)NC(=O)COC(=O)c1ccccc1O,1,0,-4,9,-0.7,24,-4,-3
CC(=O)Nc1ccc(NC(=O)CSc2nnc(-c3cccs3)n2C)cc1,2,-5,2,6,-0.5,47,-11,1
CCOC(=O)[C@H]1[C@H]2COc3ccccc3[C@@H]2N2C(=O)c3ccc(Cl)cc3NC(=O)[C@@]12C,-2,1,11,6,0.7,4,-4,3
Cc1csc(NC(=O)CSc2nncs2)n1,0,-3,-4,7,-0.7,-11,-10,-10
COc1ccc(N(CC(=O)N/N=C/c2ccco2)S(=O)(=O)c2ccccc2)cc1Cl,-3,4,4,15,1.9,0,-5,-6
COc1ccc(OCC(=O)Nc2cccc(NC(=O)COc3ccc(OC)cc3)n2)cc1,1,3,-8,-6,-0.6,5,-6,4
COc1cccc(OC)c1OCCCCCCN1CCN(C)CC1,0,-5,5,2,0.1,7,-8,-3
CCOC(=O)C1CCN(C(=O)Cc2c(C(=O)O)n(CC)c3ccccc23)CC1,x,-2,-2,1,-0.6,5,-6,-17
CN(CCc1ccccc1)C(=O)c1cccc(NC(=O)Cc2cccc(NC(=O)C3CCN(C(=O)C4CC4)CC3)c2)c1,0,x,3,2,-1.5,0,x,0
Nc1ccc(C2(c3ccc(N)cc3)OC(=O)c3ccccc32)cc1,1,-4,10,13,-1.7,20,-6,-8
CC1CCC2(CC1)NC(=O)N(CC(=O)NC(=O)Nc1ccc3c(c1)OCCO3)C2=O (centres undefined),-3,6,6,7,2.1,-2,-1,23
O=C(CSc1nc2ccccc2[nH]1)Nc1ccc2[nH]c(=O)[nH]c2c1,2,-5,1,-3,-2.7,-8,-10,2
NS(=O)(=O)c1cccc(NC(=O)COC(=O)C2CCN(S(=O)(=O)c3cccs3)CC2)c1,-2,1,-1,-7,-0.5,-10,-5,-11
CCn1c(SCC(=O)Nc2nccs2)nnc1-c1ccc(C)cc1,0,-2,3,11,2.6,8,-7,4
CCCCn1c(N)c(N(CCOC)C(=O)CSc2nnc(-c3ccncc3)n2CCC)c(=O)[nH]c1=O,1,1,-4,-7,-0.6,-4,-11,-4
Cc1c(Cl)cccc1NC(=S)NCc1ccco1,1,-2,5,-6,5.9,4,-2,-12
O=C1OC2(CCCCC2)OC(=O)C1=CNc1ccc2c(c1)OCO2,-5,1,-6,6,1.9,7,-1,1
O=C(c1ccccc1SCc1ccccc1)N1CCOCC1,-2,6,-2,11,-1.2,61*,-2,-11
Cc1cc(C)cc(NC(=S)NCc2cccn2C)c1,-3,-2,2,2,-0.2,0,-5,-2
CC1CCCCC1NC(=O)COC(=O)/C=C/c1ccco1 (centres undefined),0,-1,4,0,-0.2,0,-8,-1
CCOc1cc(C(=O)NC)cc(OCC)c1OCC,-2,-2,-9,-22,0.9,-17,-2,-9
COc1cc(/C=C2\NC(=S)N(C)C2=O)ccc1O,0,2,2,-3,0.6,17,-6,-7
CCOc1ccc(C(=O)NC(=S)Nc2ccc(NC(=O)c3ccco3)c(C)c2)cc1[N+](=O)[O-],8,-1,24,50*,13,6,-3,2
Cc1ccc(CNC(=O)C2CCCN(c3cnccn3)C2)cc1 (centres undefined),1,0,-2,15,0.0,5,-3,-10
CC(=O)/C(=N/Nc1ccccc1)Sc1nnc(CCc2ccccc2)n1-c1ccccc1,-2,-5,3,36,5.0,0,-8,11
Cc1cc(C)n(-c2nc3ccccc3n3cnnc23)n1,-1,2,0,8,0.2,4,-1,-16
COc1ccc2c(c1OC)C(=O)N1c3ccccc3SC21 (centres undefined),2,-1,2,6,-4.6,-16,3,7
COc1ccccc1CNC(=O)COC(=O)c1cccc(S(=O)(=O)N2CCCC2)c1,1,-3,4,-3,-1.2,-6,-3,-4
CC1(C)CC(=O)C(C=Nc2ccccc2C(=O)O)=C(O)C1,1,-5,1,0,-0.3,1,-6,-6
CCc1ccc(N(C(=O)CNC(=O)c2cccs2)C(C(=O)NC(C)(C)C)c2cc(OC)c(OC)c(OC)c2)cc1 (centres undefined),-3,1,1,1,-1.1,1,1,0
N=c1sccn1CC(=O)Nc1cc(Cl)ccc1Oc1ccccc1,1,3,6,-6,9.1,5,0,-5
COc1ccc(C(=O)Nn2c(SCC(=O)NC3CCCC3)nc3ccccc3c2=O)cc1,-3,0,7,-12,0.5,-17,-5,-6
CC(=O)Nc1cccc(NC(=O)c2cc(Cl)ccc2Cl)c1,0,-3,-4,-4,-1.4,-12,-8,-20
COc1cccc(OCC(=O)NNC(=O)c2ccc3ccccc3c2O)c1,-6,-4,-14,-11,1.5,0,-5,2
COc1cc(NC(=O)CCN2CCN(CCO)CC2)cc(OC)c1,-2,-8,-8,1,-0.7,16,-5,-5
CN(C(=O)COC(=O)c1ccc(S(=O)(=O)N2CCCC2)cc1)c1ccccc1,1,-1,-10,-8,1.8,2,-6,-5
COc1ccccc1CNC(=O)C(NC(=O)Nc1ccccc1)C(C)C (centres undefined),0,32,-3,8,0.2,-2,-8,-6
CCOc1ccc(/C=C/C(=O)Nc2ccccc2C(F)(F)F)cc1,-1,-1,-5,19,1.4,-43,-10,7
NC(=O)C1CCN(C(=O)c2ccccc2CCc2ccccc2)CC1,0,1,-1,6,0.2,-4,-4,-4
CC(C)(C)OC(=O)NCCCC[C@@H](C(=O)N1CCN(C(=O)OC(C)(C)C)CC1)n1cc(CCC(=O)O)nn1,-1,0,-5,2,-2.5,-6,-1,-12
Cc1ccc(-n2ncc3c(NNC(=O)c4ccco4)ncnc32)cc1Cl,-1,-2,-3,-3,1.1,-15,-6,5
CCc1c(C)nc2c(Br)cccc2c1SCCC#N,-1,-4,4,1,4.4,10,-3,6
CC[C@]1(C(=O)OC)[C@H]2C(=O)N(C)C(=O)[C@H]2[C@H]2CN=C(SCc3ccc(C(=O)OC)cc3)N21,3,6,0,-2,-2.8,-1,5,-9
Cn1c(SCc2nn[nH]n2)nc2c1c(=O)n(Cc1ccccc1Cl)c(=O)n2C,0,7,-2,22,-1.5,-2,6,-3
Cc1ccc(Cl)cc1N1CCN(C(=O)C2(S(=O)(=O)c3ccc(Cl)cc3)CC2)CC1,6,-1,6,25,2.3,0,-2,19
CC1C(=O)N2CCCc3cc(NC(=O)C4CC4)cc1c32 (centres undefined),1,0,1,4,-0.5,-13,-2,-11
O=C(NC1CCc2ccccc21)C12CN(Cc3ccccc3)CC1C(c1cccc([N+](=O)[O-])c1)=NO2 (centres undefined),1,1,0,9,0.0,7,-8,3
C/C(=N\NC(=O)c1c(Cl)c(C)nn1C)c1cccc(NC(=O)COc2ccc(Cl)cc2)c1,-3,-1,-1,8,-1.7,-21,-1,10
Cc1ccc(-c2nnc(COC(=O)c3ccco3)o2)cc1,0,-2,8,12,-0.2,-19,1,6
CC1(C)Cc2c(sc3nc(-c4ccccc4)n(N)c(=O)c23)CO1,2,1,10,-14,-2.1,74*,-1,0
O=C(COc1ccc2c(c1)oc(=O)c1ccccc12)NCCCN1CCOCC1,0,5,-15,7,1.7,-14,21,-1
O=C(CSc1ccccn1)C12CC3CC(CC(C3)C1)C2,12*,-2,-3,15,1.1,6,-6,10

# Remaining list, next part
compound,GRIN3A LBD mod,APOBEC3A inh,CXCR6 block,CCR6 antagonist,MPTP inh,Gli-Sufu block,APOBEC3G inh,EBI2 antag
Cc1cc(NC(=O)CSc2nnc(COc3cccc(C)c3C)n2C)no1,1,-9,-2,2,-1.5,1,-4,-4
CC1CC(C)CN(C(=O)CCCn2c(=O)c3cccn3c3cccnc32)C1 (centres undefined),-4,1,8,7,-2.8,-3,4,-3
CC1(C)CC(=O)C2=C(C1)N(c1ccc(F)cc1)C(=O)C2(O)C(F)(F)F (centres undefined),1,-1,-4,-4,0.7,32,-5,-2
Cc1cc(C(F)F)nn1CC(=O)Nc1cc([N+](=O)[O-])ccc1F,-2,-4,-1,3,-1.8,6,-5,-7
O=S(=O)(NC1Cc2ccccc2C1)c1ccccc1,0,x,4,14,-0.6,x,x,6
CCCCc1c(C)nc(N2CCCC2)[nH]c1=O,-3,0,-20,13,1.7,-8,-4,-14
CCC(OCC(O)CN1CCCCC1)c1ccccc1 (centres undefined),3,-1,6,9,-0.7,-21,-3,-4
Cn1c(SCC(=O)NC(c2ccccc2)c2ccccc2)nnc1-c1cccs1,-1,0,4,19,-2.2,-4,-1,9
COc1ccc(CCNC(=O)C2CCCN(S(=O)(=O)N3CC(C)CC(C)C3)C2)cc1OC (centres undefined),3,1,6,3,-1.0,0,-2,9
O=CNc1c(Cl)cc2c(c1Cl)Cc1cc([N+](=O)[O-])ccc1-2,-2,x,-5,-1,-0.6,-18,x,-39
CCCCn1c(N)c(N(C)C(=O)c2cn(-c3ccccc3)nc2-c2ccccc2)c(=O)[nH]c1=O,1,1,-1,-2,-2.5,2,-4,4
CCCCN(C(=O)c1cc(S(=O)(=O)N2CCOCC2)ccc1Cl)c1c(N)n(CC(C)C)c(=O)[nH]c1=O,-2,-2,2,14,-2.9,3,-3,-5
CC(=O)c1cccc(OCc2cc(C(=O)N3CCSCC3)no2)c1,2,-3,0,5,-2.8,-76,-6,15
COc1ccc(N2C(=O)C(CC(=O)Nc3ccc(F)cc3)N(CCc3cccs3)C2=O)cc1 (centres undefined),10,-5,-5,17,-0.3,-4,-4,-12
NC(=S)Nc1cccc2cn[nH]c12,1,-5,0,9,1.3,5,-3,-2
COc1ccc(CCNC(=O)c2cccnc2SC)cc1,0,5,2,4,0.2,1,-11,-9
COc1ccc(CNC(=O)NCc2ccc(OC)c(OC)c2)cc1OC,0,-2,2,-11,0.9,-4,-2,-6
COc1ccc(N(CC(=O)Nc2cc(OC)ccc2OC)S(=O)(=O)c2c(C)noc2C)cc1,2,-5,2,29,-0.4,13,-5,65*
c1ccc2c(c1)CCCN2c1nc(N2CCOCC2)nc(N2CCOCC2)n1,4,0,10,7,0.6,0,-2,-8
CCCCn1c(N)c(N(CCC(C)C)C(=O)c2cc(Cl)nc3ccccc23)c(=O)[nH]c1=O,-1,-1,-4,9,-1.2,-7,-6,1
COc1ccc(NC(=O)CCC(=O)c2ccc(F)cc2)cc1,-1,x,3,5,1.2,-20,x,-9
